Assay outcomes deposited in PubChem by Sanford-Burnham Center for Chemical Genomics.
CXCR6 inh: CXCR6 (human) receptor inhibition. O00574. CHO-K1 PathHunter CXCR6 beta-arrestin, luminescence. inhibition, % at 20 µM. hit rate 0.36% among 360,000; in the data active = inhibition above about 34%, passing the limit was not always enough;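 note: antagonist mode with CXCL16 agonist at 10 nM final; 0% = 10 nM CXCL16 with DMSO and 100% = unstimulated wells without agonist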
Target sequence (O00574 whole entry, looked up): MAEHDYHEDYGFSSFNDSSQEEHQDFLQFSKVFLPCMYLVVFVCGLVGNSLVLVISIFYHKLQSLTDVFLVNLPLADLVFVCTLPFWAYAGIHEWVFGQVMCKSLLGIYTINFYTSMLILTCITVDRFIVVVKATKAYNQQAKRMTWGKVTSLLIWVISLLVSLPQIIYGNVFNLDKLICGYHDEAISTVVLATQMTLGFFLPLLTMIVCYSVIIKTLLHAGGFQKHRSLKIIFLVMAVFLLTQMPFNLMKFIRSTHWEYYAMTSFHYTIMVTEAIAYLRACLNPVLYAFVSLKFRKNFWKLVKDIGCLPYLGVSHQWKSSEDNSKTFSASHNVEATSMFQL
MPTP block: inhibitors of mitochondrial permeability transition pore; isolated mouse mitochondria, Ca2+ swelling absorbance, 30 min; inhibition, % at 10 µM; hit rate 1.4% among 360,000; AID 602449;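 active = inhibition of 50% or more, scaled per plate between neutral and stimulator controls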;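 note: 0% = DMSO wells given calcium and 100% = 1 mM EGTA wells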
EBI2 antag: blocks human EBI2 receptor beta-arrestin signaling | EBI2 beta-arrestin recruitment, luminescence, 7a,25-OHC stimulated | inhibition, % at 5 µM | hit rate 0.81% among 360,000; in the data active = inhibition above about 38%;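 note: enzyme fragment complementation signal reports receptor beta-arrestin coupling in cells; 0% = agonist plus DMSO wells and 100% = wells without agonist; some results beyond the cut were filed as inactive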
Target sequence (P32249 whole entry, looked up, the tested form may be a part): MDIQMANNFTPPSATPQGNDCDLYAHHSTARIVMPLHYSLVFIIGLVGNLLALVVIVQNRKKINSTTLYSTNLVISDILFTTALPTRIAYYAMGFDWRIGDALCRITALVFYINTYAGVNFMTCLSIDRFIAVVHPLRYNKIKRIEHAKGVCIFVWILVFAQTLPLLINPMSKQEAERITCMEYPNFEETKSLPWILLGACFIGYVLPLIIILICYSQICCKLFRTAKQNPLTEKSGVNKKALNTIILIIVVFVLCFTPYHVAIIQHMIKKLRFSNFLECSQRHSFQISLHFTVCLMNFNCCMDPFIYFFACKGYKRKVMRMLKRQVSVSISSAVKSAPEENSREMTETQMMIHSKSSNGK
Gli-Sufu antag: antagonists of Gli-Sufu signaling. hit rate 0.74% among 340,000. inhibition, % at 5 µM. Sufu-KO-LIGHT fibroblasts, Gli luciferase reporter luminescence;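 active = inhibition above about 55%, limit read from the data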;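 note: 0% = DMSO-treated cells and 100% = wells with medium but no cells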
NR3A LBD binder: modulates the human NR3A ligand-binding domain. NR3A LBD differential scanning fluorimetry, Tm shift; 0% = protein alone, 100% = glycine-bound protein. Tm shift relative to glycine control, % at 25 µM. hit rate 2.5% among 340,000;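 active = melting temperature shift of at least 10% of the positive control shift, at one fixed dose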
A3A deaminase: human APOBEC3A DNA deaminase inhibition; P31941; recombinant A3A, FAM/TAMRA ssDNA deamination fluorescence; inhibition, % at 20 µM; AID 493011; hit rate 0.41% among 330,000;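 active = at least 40% inhibition at 20 µM here, with at most 30% in a related deaminase screen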;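 note: plate controls were A3A with DMSO for no effect and wells lacking A3A enzyme for full effect; some results filed as inactive read as strong as hits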
Target sequence (P31941 whole entry, looked up): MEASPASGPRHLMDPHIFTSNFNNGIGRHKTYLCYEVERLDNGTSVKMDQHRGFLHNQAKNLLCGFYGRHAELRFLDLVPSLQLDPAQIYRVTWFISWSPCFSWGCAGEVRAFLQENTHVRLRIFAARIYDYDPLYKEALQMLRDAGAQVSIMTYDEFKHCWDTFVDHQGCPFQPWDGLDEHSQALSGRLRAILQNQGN
APOBEC3G inh: blocks human APOBEC3G single-stranded DNA deamination; Q9HC16; recombinant A3G, ssDNA deamination FAM/TAMRA fluorescence; inhibition, % at 20 µM; hit rate 0.28% among 330,000; AID 493012;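 active = inhibition of at least 40% at 20 µM, with no more than 30% in the related APOBEC3A deaminase screen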;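 note: plate controls were DMSO wells with A3G for no effect and wells lacking A3G enzyme for full effect; some compounds called inactive have numbers as strong as hits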
CCR6 antagonist: CCR6 (human) receptor antagonism | AID 493098 | CHO-K1 CCR6 PathHunter beta-arrestin, luminescence, CCL20-stimulated | inhibition, % at 20 µM | hit rate 0.49% among 340,000 | P51684;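 active = compounds whose inhibition of the agonist-driven luminescence signal at 20 µM reaches about 50%, limit read from the data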;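 note: cells stimulated with CCL20 at 14 nM final; plate controls were DMSO with CCL20 for no effect and DMSO without agonist for full effect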
Active calls of the source: *; . = not tested or not shown; & = joins results of further samples. This is a random part of the collection. Share with any hit: about 5.8%.

SMILES	CXCR6 inh	MPTP block	EBI2 antag	Gli-Sufu antag	NR3A LBD binder	A3A deaminase	APOBEC3G inh	CCR6 antagonist
COCCn1c(N)c(N(Cc2ccccc2)C(=O)Cc2ccccc2F)c(=O)[nH]c1=O	-9.1	-0.4	2.8	-6.8	-0.1	4.2	1.5	9.1
COc1ccc(Cc2noc(CN(C)C3CC(C)(C)NC(C)(C)C3)n2)cc1OC	-1.5	-0.2	-4.1	10.6	-0.8	-1.2	-5.2	2.9
CCOC(=O)/C(C#N)=C/Nc1ccccc1OC	-1.2	-0.7	3.6	-79.4	-2.2	1.7	-4.3	4.9
OCCCn1c(C2CCCN2c2nc(-c3ccc(F)cc3)cs2)nc2cc(Cl)c(N3CCCCC3)cc21 (centres undefined)	3.0	0.8	10.0	15.4	-3.2	-5.0	-11.0	6.1
Cc1c(NC(=O)C2CCCN2S(=O)(=O)c2ccc(Cl)cc2)c(=O)n(-c2ccccc2)n1C (centres undefined)	-1.7	-0.5	-8.9	-12.2	1.3	-5.2	-3.7	9.4
O=C(O)c1ccc(CSc2nnc(-c3ccncc3)n2-c2ccc(Br)cc2)cc1	-3.6	-0.4	-6.1	0.5	-3.4	-2.2	-4.2	7.6
C=C1C(=O)OC2C1C(OC(=O)C(C)=CC)CC(=C)C1C(O)C3OC3(C)C21O (centres undefined)	4.6	0.9	5.0	-15.0	-1.4	.	.	-6.4
CN(CC(=O)Nc1cc(Cl)ccc1Cl)C1CCS(=O)(=O)C1 (centres undefined)	4.1	-1.4	-10.0	1.6	-1.6	28.7	-6.4	5.5
O=C(NCCc1cnn(-c2ccccc2)c1)c1cc(COc2c(F)cccc2F)on1	-11.8	0.8	10.4	16.1	-18.7	-3.2	-6.4	20.8
COc1cccc(CNC(=O)CCS(=O)(=O)c2ccc3c(c2)NC(=O)CS3)c1	3.9	-2.3	-2.3	-2.7	-0.8	-4.0	-7.1	5.4
O=C(NNS(=O)(=O)c1ccc([N+](=O)[O-])cc1)c1ccncc1	-1.5	-0.5	-6.2	-14.5	0.2	2.7	-0.4	-14.1
O=C(Nc1ccccc1)C1=C[C@@H](C2CCCCC2)C[C@@H](OCCCCO)O1	2.3	-0.6	-14.2	67.9*	-4.7	-2.2	-9.0	9.7
O=C(CSc1nnc(-c2ccncc2)n1CC1CCCO1)Nc1cccc(O)c1 (centres undefined)	-9.0	1.0	8.9	-5.6	-1.7	-5.3	-5.9	-5.2
CCN(C(=S)NC(=O)C1CCCC1)C1CCCCC1	-0.6	-0.3	1.8	-13.6	0.6	2.3	-10.8	-1.0
Cc1ccc2cccc(S(=O)(=O)NC3CCS(=O)(=O)C3)c2n1 (centres undefined)	11.8	3.0	-5.9	-0.7	-0.2	-10.0	-10.1	-4.0
CC(C)OC(=O)c1cc(NC(=O)C2C3CCC(O3)C2C(=O)O)cc(C(=O)OC(C)C)c1 (centres undefined)	-4.6	-9.1	-8.6	.	0.9	4.1	-3.8	-9.3
COc1ccc(Cc2nc3ccc(C(=O)NCCCSC)cc3o2)cc1OC	-12.7	-1.0	7.0	-5.0	-0.6	-2.4	-5.6	18.7
C[C@H](NC(=O)c1nc[nH]c1C(=O)NCCCCCNC(=O)OC(C)(C)C)c1ccccc1	6.1	-0.7	-15.1	-4.1	0.2	-6.9	-11.9	7.8
Cc1c(CCOC(=O)c2ccc(Cl)cc2Cl)sc[n+]1CC(=O)c1ccccc1	5.6	-0.9	9.4	2.5	1.0	-0.9	-6.0	31.5
Cc1ccccc1S(=O)(=O)N1C[C@H]2CON(C)[C@H]2C[C@H]1c1cccc(N2CCOCC2)c1	10.3	0.1	-4.3	6.5	-1.7	.	.	6.1
Cc1ccc(NC(=O)O/N=C/c2cccc([N+](=O)[O-])c2)cc1	2.4	-1.9	-11.7	-9.6	15.8*	-0.5	-7.0	-0.2
CC(=O)N1CCN(C(=O)c2cccc(S(=O)(=O)Nc3c(C)n(C)n(-c4ccccc4)c3=O)c2)CC1	-4.7	-0.8	3.1	-5.2	2.6	-5.1	-0.9	4.6
CN(Cc1cccc(F)c1)C(=O)c1cccc(S(=O)(=O)N2CCN(Cc3ccccc3)CC2)c1	-14.8	0.9	5.2	7.2	-2.7	-3.7	-6.3	1.4
COc1cccc(COc2ccc3ccc(=O)oc3c2)c1	0.3	0.7	1.5	-61.7	-0.3	2.2	-1.8	5.2
CC(=O)Oc1ccc(/C=C2\N=C(C3CCCCC3)OC2=O)cc1	15.1	9.4	5.3	.	-0.9	-7.7	-7.9	38.6
O=c1nc(-c2ccccc2Cl)c2cc(F)ccc2[nH]1	-2.0	0.1	-1.7	-4.8	-1.4	3.2	-4.0	-2.8
CCOC(=O)CN1C(=O)CSc2ccccc21	-3.8	0.7	-1.6	1.9	0.0	-1.9	-3.0	7.9
CC(=C/c1ccc(C(C)C)cc1)/C=N/NC(=O)Cn1nnnc1N	-13.4	5.8	-0.3	18.6	-2.1	-0.6	-0.8	-6.7
C(=N\N(c1ccccc1)c1ccccc1)/c1ccccn1	-6.6	1.2	9.0	2.3	-6.0	0.9	-7.4	18.0
CCCc1cc(=O)[nH]c(SCC(=O)c2cc(C)n(C3CC3)c2C)n1	-1.4	1.0	-8.2	2.9	-1.4	-6.6	1.8	-6.1
CCC(C)N1CCC2(CC1)N=c1c(c3c4c5c(C)c(O)c3c(O)c1=NC(=O)C(C)=CC=C[C@H](C)[C@H](O)[C@@H](C)[C@@H](O)[C@@H](C)[C@H](OC(C)=O)[C@H](C)[C@@H](OC)C=CO[C@@](C)(O5)C4=O)N2 (some centres undefined)	0.7	3.3	-4.8	5.9	-3.5	8.4	2.3	16.5
O=C(O)C1CCCN1c1ncnc2c1oc1ccccc12 (centres undefined)	11.3	0.6	-4.4	-2.4	0.4	-3.9	-4.9	-2.9
O=C(COCc1cc(-c2cccs2)on1)NC1CCCCC1	-1.9	1.3	-4.9	16.8	0.1	0.9	1.7	6.2
O=C(/C=C/c1cccs1)N1CCC2(CC1)Oc1ccc(F)cc1C(=O)C21CC(c2ccc(Cl)cc2)=NO1 (centres undefined)	1.0	-0.3	15.2	7.8	0.8	-2.4	-5.0	9.8
NC(=O)c1cc2ccc(O)cc2oc1=Nc1ccccc1	1.3	-0.3	-0.8	-29.6	-13.4	.	.	17.1
Cc1ccc(-c2noc(CN(C(=O)c3cccc(Br)c3)C(C)C)n2)cc1	15.7	0.7	1.3	.	-1.4	0.2	-6.2	9.2
Cc1cccc(C)c1NC(=O)C(C)N1CCCC1 (centres undefined)	-0.4	-1.3	1.3	0.8	0.6	4.2	-0.6	7.6
Cc1cc(=O)[nH]c(N/N=C/C=C/c2ccccc2)n1	2.9	1.8	1.5	1.2	0.0	-4.7	-8.5	27.6
O=c1[nH]nc(SCc2nnc(-c3cccc(Cl)c3)o2)n1C1CCCCC1	2.8	72.7*	9.0	1.1	-0.6	-4.2	-7.9	17.5
Cc1ccc(S(=O)(=O)NC(=O)Nc2cc(C(C)(C)C)on2)cc1	0.8	1.2	11.0	3.3	-0.6	4.1	2.3	19.2
Cc1ccc(C)c(NC(=O)CSc2nnc(CNC(=O)c3cccs3)o2)c1	-4.5	0.8	13.4	1.2	0.2	-3.0	-2.7	7.5
O=C(Nc1ccncc1)c1cccc2ccccc12	-3.7	3.8	-2.4	28.7	0.9	-0.4	-1.0	5.3
CC(C)(C)c1ccc2c(c1)N(CC(=O)N1CCCC1)C(=O)CO2	1.7	-0.2	-3.7	.	3.8	-1.2	0.0	8.2
CC(C)(C)Nc1nc(NCc2cccnc2)nc(N2CCOCC2)n1	-2.5	-1.5	1.1	6.4	1.0	-0.8	-6.7	2.6
COc1ccc(CC2C(=O)NC(C)C(=O)N(C)C3Cc4ccc(cc4)Oc4cc(ccc4O)CC(C(=O)NC(C)C(=O)NC(C)C(=O)N2C)N(C)C3=O)cc1 (centres undefined)	2.9	-0.7	5.9	91.4*	0.3	.	.	3.4

In the list so far, these contain a COOH group.
SMILES	CXCR6 inh	MPTP block	EBI2 antag	Gli-Sufu antag	NR3A LBD binder	A3A deaminase	APOBEC3G inh	CCR6 antagonist
O=C(O)c1ccc(CSc2nnc(-c3ccncc3)n2-c2ccc(Br)cc2)cc1	-3.6	-0.4	-6.1	0.5	-3.4	-2.2	-4.2	7.6
CC(C)OC(=O)c1cc(NC(=O)C2C3CCC(O3)C2C(=O)O)cc(C(=O)OC(C)C)c1 (centres undefined)	-4.6	-9.1	-8.6	.	0.9	4.1	-3.8	-9.3
O=C(O)C1CCCN1c1ncnc2c1oc1ccccc12 (centres undefined)	11.3	0.6	-4.4	-2.4	0.4	-3.9	-4.9	-2.9

Continued:
SMILES	CXCR6 inh	MPTP block	EBI2 antag	Gli-Sufu antag	NR3A LBD binder	A3A deaminase	APOBEC3G inh	CCR6 antagonist
O=S(=O)(Nc1ccc2c(c1)OCCO2)c1ccc(F)c(F)c1	-5.6	0.9	8.9	-0.8	-0.9	-0.6	-3.9	6.9
O=C(COC(=O)COc1ccc(Br)cc1)Nc1cccnc1Cl	6.1	0.1	-7.4	1.3	0.3	1.4	-2.8	12.1
C/C(CC1CC(C)(C)OC1=O)=N\NC(N)=S (centres undefined)	-5.1	1.9	-3.9	5.0	1.4	-5.0	-7.9	3.3
Cc1cccc(C)c1N(CC(=O)NCc1ccco1)C(=O)CNS(=O)(=O)c1ccc(F)cc1	-3.1	0.9	-0.9	0.3	0.8	0.3	-6.1	0.4
COC(=O)c1sc(-c2cccs2)cc1NC(=O)/C=C/C(=O)O	-4.0	1.8	11.2	7.8	1.5	-0.5	-3.7	-1.7
CC(C)(C)n1ncc2c(=O)n(CC(=O)Nc3ccc4c(c3)OCO4)cnc21	8.7	-1.9	-0.7	-7.4	-3.0	-13.5	-4.8	7.8
CC(NC(=O)CCSCc1ccccc1F)c1ccccc1 (centres undefined)	2.6	0.2	2.4	-18.4	-5.1	2.6	3.5	10.5
Cn1c(SCC(=O)Nc2ccc(F)cc2F)nnc1-c1cccnc1	1.0	-1.5	2.7	-6.2	1.0	-2.6	-3.0	-12.8
C(=N\Nc1nc2ccccc2[nH]1)/c1cccc2nccnc12	-10.8	1.1	-2.1	6.2	-2.1	-1.0	-1.9	-1.2
Cc1cccc2cc(CN(CC3CCCO3)C(=O)c3cnccn3)c(=O)[nH]c12 (centres undefined)	-1.3	-5.8	-2.3	-0.8	-2.1	.	.	1.1
CC1CC(=O)C2=C(C1)OC(N)=C(C#N)C2c1coc2ccccc2c1=O (centres undefined)	0.0	-3.0	1.2	9.6	-3.1	-2.0	-5.6	-2.1
O=C(COC(=O)c1cccnc1Cl)Nc1ccccc1OC(F)F	1.2	-1.6	-2.0	-3.0	-1.0	-4.2	-7.8	1.5
NS(=O)(=O)c1cccc(NC(=O)COC(=O)CCc2ccccc2)c1	3.7	1.0	3.4	-4.7	-2.3	7.1	-3.8	-4.4
COC(=O)[C@H](CCSC)NC(=O)Cn1ccc(N)nc1=O	-4.2	-0.7	3.4	-27.6	1.1	-0.1	1.8	3.6
COc1ccc(C(=O)Nc2ccc(NC(=O)c3cccs3)cn2)cc1	-5.1	0.1	-3.4	2.9	17.0*	4.7	2.2	21.1
COc1ccccc1NC(=O)C(CC=C(Cl)Cl)C(C)=O (centres undefined)	11.3	-5.1	-1.9	0.2	1.0	1.5	1.4	4.9
Cc1cc(C)c2c(n1)nn1c(NCCCN3CCOCC3)cc(C)nc21	-4.7	-0.7	-1.2	0.2	-1.3	.	.	8.2
CCSc1ccc(/C(N)=N/OC(=O)c2cccs2)cn1	-43.2	0.9	-18.1	-49.7	-9.2	-0.2	-5.5	-32.4
O=C(COc1ccc(Cl)cc1)NCc1nnc(SCC(=O)NC2CCCC2)o1	1.4	-0.6	-6.7	-7.8	-1.5	0.3	0.2	8.9
C/C(=N/NC(=O)CNC(=O)c1cccnc1)c1cccc([N+](=O)[O-])c1	-6.8	-1.7	0.8	-8.2	-2.0	-2.7	-7.0	7.9
CCc1nc(N)nc(N)c1-c1ccc(Cl)c(N=[N+]=[N-])c1	3.0&-6.9	-0.5&0.0	10.3&-7.9	24.6&8.0	4.2&-0.3	.	.	-8.4&15.5
